# From PubChem BioAssay
# M. tuberculosis GlmU = inhibition of mycobacterial GlmU enzyme – biochemical, glucosamine-1-phosphate acetyltransferase (AID 1376). M. tuberculosis GlmU acetyltransferase enzyme assay; higher % means a stronger effect. one-dose inhibition, %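 (tested at 30 µM in the primary screen)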; IC50 in µM for titrated hits. 220,000 compounds, 0.25% hits; in the data active = inhibition above about 13%;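 note: 0% = complete reaction with vehicle and 100% = reaction without substrate; strong numbers were not always called active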
# Mtb RmlCD inh = M. tuberculosis RmlC/RmlD inhibition | P9WH09+P9WH11 | RmlC+RmlD coupled enzyme assay, percent inhibition; primary screen in compound mixtures | inhibition, % at 3.6 µM | 160,000 compounds, 0.03% hits | AID 1533; in the data active = inhibition mostly above about 34%, no sharp cut-off; note: some results filed as inactive read as strong as hits
# Target sequence (P9WH09 whole entry, looked up): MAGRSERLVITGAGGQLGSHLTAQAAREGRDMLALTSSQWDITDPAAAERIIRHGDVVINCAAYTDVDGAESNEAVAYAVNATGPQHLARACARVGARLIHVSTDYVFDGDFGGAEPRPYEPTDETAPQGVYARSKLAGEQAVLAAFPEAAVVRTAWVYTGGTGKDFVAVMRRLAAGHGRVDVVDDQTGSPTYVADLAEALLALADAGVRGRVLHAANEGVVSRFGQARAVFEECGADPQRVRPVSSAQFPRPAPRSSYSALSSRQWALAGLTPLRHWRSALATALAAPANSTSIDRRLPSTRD
# Target sequence (P9WH11 whole entry, looked up): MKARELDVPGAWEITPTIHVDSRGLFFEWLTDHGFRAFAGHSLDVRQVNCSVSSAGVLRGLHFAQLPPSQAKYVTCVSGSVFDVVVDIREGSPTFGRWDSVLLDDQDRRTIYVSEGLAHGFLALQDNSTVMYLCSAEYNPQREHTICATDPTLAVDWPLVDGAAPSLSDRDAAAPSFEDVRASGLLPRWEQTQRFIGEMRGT
# * = called active by the depositor; / = no result given; & = joins results of further samples.
SMILES,M. tuberculosis GlmU,Mtb RmlCD inh
C=CCSC1=N/C(=C\c2ccc(C(=O)O)cc2)C(=O)S1,1.5%,7.7
CSc1ncc(-c2ccc(Cl)cc2)[nH]1,-6.3%,0.2
COc1ccc(N2CCN(c3nc(NC(C)(C)C)nc(N4CCCCC4)n3)CC2)cc1,6.1%,9.1
Cc1cc(C)c(NC(=S)N(CCCN2CCN(C)CC2)Cc2cccs2)c(C)c1,1.0%,-11.4
CC(C)OC(=O)Cn1nc(C(F)(F)F)c2c1CCCC2,-1.2%,-10.5
c1ccc(CNc2c3c(nc4ccccc24)CCC3)cc1,-3.1%,11.1
CCCCCOc1ccc(Br)cc1CSC(=N)N,-14.3%,7.5
COc1ccc([N+](=O)[O-])cc1NC(=O)N(C)Cc1ccco1,2.8%,/
CCN1C/C(=C/c2cccs2)c2nc3ccccc3c(C(=O)O)c2C1,5.3%,/
Cc1ccc(NC2=NCC(=O)N2Cc2cccs2)cc1C,-2.2%,4.0
CSc1c(-c2ccccc2)nc2ccccc2c1C(=O)O,1.7%,/
Cc1cc(S(=O)(=O)NC2CCCCC2)ccc1OCC(=O)NCc1cccnc1,-2.0%,2.7
CC1(C)Cc2nc3sc4c(=O)[nH]cnc4c3cc2CS1,-2.8%,8.9
COc1ccccc1NC(=O)c1oc2ccc(C)cc2c1C,-0.5%,-3.8
CCCCCC(=O)N(CN1C(=O)CCC1=O)c1ccccc1,7.2%,/
COc1cccc(C2(c3cccc(OC)c3)CC2C(=O)Nc2ccccc2Cl)c1 (stereo not given),-2.4%,-5.4
O=C1C2C(C(=O)N1CC1CCCO1)C1C=CC2C12CC2 (stereo not given),-4.3%,19.0
Cc1cc(C(=O)CSc2nn3c(=O)c(C(C)(C)C)nnc3s2)c(C)n1C1CC1,1.3%,5.8
COc1ccc(NC(=O)C(C)Sc2ccccc2)cc1 (stereo not given),0.3%,/
Cc1ccccc1OCC(=O)NCC(=O)OCC(=O)c1ccc2ccccc2c1,2.2%,-6.9
Cc1nc2c(c(=O)c3ccccc3n2C)c(=O)n1-c1ccc(F)cc1,3.2%,1.0
O=C(CSc1nnc(-c2ccc(C(F)(F)F)cn2)o1)Nc1ccccc1Cl,-2.8%,-7.5
CCOC(=O)Cc1c(C)nc2c(-c3ccccc3)c(C)nn2c1C,-4.7%,-6.9
N/C(=N\OC(=O)COc1cc(Cl)c(Cl)cc1Cl)c1ccncc1,1.3%,7.8
Cc1ccc(Cn2ncc3c(N4CCN(c5ccccc5C)CC4)ncnc32)cc1,0.0%,9.8
O=C(CSc1ccc2nnc(-c3ccncc3)n2n1)Nc1ccc2c(c1)OCCO2,5.6%,/
O=C(Cc1cccc2ccccc12)NC(NC(=S)Nc1ccccc1Cl)C(Cl)(Cl)Cl (stereo not given),-3.2%,-9.9
CN=c1scc(-c2ccco2)n1/N=C/c1ccc(O)c(O)c1,1.8%,-4.1
COc1ccc(N(CC(=O)N2CCCC(C)C2)S(=O)(=O)c2c(C)nn(C)c2C)cc1 (stereo not given),2.5%,-2.4
Clc1cccc(N/N=C/c2ccc(N3CCOCC3)s2)c1,0.8%,0.3

# Gathered by group: the compounds so far with a CF3 group.
SMILES,M. tuberculosis GlmU,Mtb RmlCD inh
CC(C)OC(=O)Cn1nc(C(F)(F)F)c2c1CCCC2,-1.2%,-10.5
O=C(CSc1nnc(-c2ccc(C(F)(F)F)cn2)o1)Nc1ccccc1Cl,-2.8%,-7.5

# Later entries.
SMILES,M. tuberculosis GlmU,Mtb RmlCD inh
COc1cccc(N2CCN(CC(=O)Nc3ccc(SC(F)F)cc3)CC2)c1,-7.1%,12.2
O=C(O)c1c[nH]ccc1=O,1.5%,/
CCOC(=O)CC(=O)CSc1nccc(-c2cccnc2)n1,-0.6%,-3.0
COC(=O)c1cc(C(=O)NCc2ccccc2)c(=O)[nH]c1C,-3.0%,-11.2
Cc1cccc(C)c1NC(=O)CNC(=O)CCC(=O)c1cccs1,5.1%,1.2
CCOC(CCn1c(SCc2ccc([N+](=O)[O-])cc2)nc2ccccc2c1=O)OCC,2.5%,-9.1
COc1ccccc1C(=O)NC(C)c1ccccc1 (stereo not given),-1.9%,/
COc1cc(NC(C)C(=O)N2CC(C)OC(C)C2)cc(OC)c1 (stereo not given),-2.0%,106.6
CCC(=O)/C=C1\Sc2ccccc2N1CC,2.4%,/
Cc1ccc(NC(=O)CCn2cnc3cc(C)c(C)cc32)cc1,2.5%,/

# Seven entries from above, with two lines to a compound.
# The line under a structure holds: M. tuberculosis GlmU | Mtb RmlCD inh
COc1cccc(N2CCN(CC(=O)Nc3ccc(SC(F)F)cc3)CC2)c1
 : -7.1% | 12.2
O=C(O)c1c[nH]ccc1=O
 : 1.5% | /
CCOC(=O)CC(=O)CSc1nccc(-c2cccnc2)n1
 : -0.6% | -3.0
COC(=O)c1cc(C(=O)NCc2ccccc2)c(=O)[nH]c1C
 : -3.0% | -11.2
Cc1cccc(C)c1NC(=O)CNC(=O)CCC(=O)c1cccs1
 : 5.1% | 1.2
CCOC(CCn1c(SCc2ccc([N+](=O)[O-])cc2)nc2ccccc2c1=O)OCC
 : 2.5% | -9.1
COc1ccccc1C(=O)NC(C)c1ccccc1 (stereo not given)
 : -1.9% | /

# Later entries:
SMILES,M. tuberculosis GlmU,Mtb RmlCD inh
CC(=O)c1cccc(NC(=O)c2csc3c2CCCCC3)c1,-4.5%,3.4
CC(C)=CC(=O)Nc1ccccc1Br,0.4%,8.2
O=C(Nc1nc(-c2ccc(Cl)cc2)cs1)NC1CCCCC1,-4.2%,/
O=C(NCC(c1cccs1)N1CCOCC1)c1cccc([N+](=O)[O-])c1 (stereo not given),-1.1%,8.2
Cc1cc(OC(=O)c2cccs2)ccc1C(C)C,7.0%,/
CCOC(=O)c1cc(-c2ccccc2)sc1NC(=O)c1ccc(OC)c(OC)c1,-0.3%,55.0
NCc1oc(-c2ccccc2)cc1C(=O)O,-1.3%,13.4
CCOC(=O)CSc1nc2c(sc3ccccc32)c(=O)n1CCCN1CCOCC1,-0.9%,8.3
Cc1nc(N2CCN(C(=O)COc3ccccc3)CC2)c2c(C)c(C)sc2n1,4.5%,-7.6
CC1CCCC(NC(=O)C2CCCN2S(=O)(=O)c2cccc3nsnc23)C1C (stereo not given),-0.8%,-9.3
CS(=O)(=O)N(Cc1ccc(C(=O)NCCSc2ccccn2)cc1)c1ccccc1,0.6%,-10.1
O=C(NCCCn1ccnc1)c1cccc(S(=O)(=O)N2CCCCCC2)c1,-5.1%,-8.2
Cc1ccc(N(Cc2ccc(C(=O)NN=C3CCN(C)CC3)cc2)S(C)(=O)=O)cc1C,0.4%,-12.1
Cc1ccc(NC(=O)C(=O)NCCN2CCN(S(=O)(=O)c3ccccc3)CC2)cc1C,3.0%,11.4
Cc1ccc([N+](=O)[O-])cc1S(=O)(=O)N1CCN(C)CC1,4.4%,-9.5
Cc1ccc(S(=O)(=O)Nc2ccc3c(c2)c2c(n3S(=O)(=O)c3ccc(C)cc3)CCCC2=O)cc1,-6.2%,31.5
COc1ccc(Nc2n[nH]c(C)c2[N+](=O)[O-])cc1,-4.6%,1.1
O=C1CCc2cc(S(=O)(=O)NC(Cc3ccccc3)C(=O)NCCC3=CCCCC3)ccc2N1 (stereo not given),-1.4%,/
Cc1cc(=O)[nH]c(-n2[nH]c3c(c2=O)CCCC3)n1,0.7%,0.1
Cc1cc(N2CCN(c3ccccc3)CC2)n2cc(-c3ccccc3)nc2n1,2.2%,/
Cc1ccc(C(CC(=O)O)Nc2nc(N3CCOCC3)nc(N3CCOCC3)n2)cc1 (stereo not given),2.4%,/
O=C(CSc1nc(C2CC2)nc2c1cnn2-c1ccccc1)Nc1c[nH]c(=O)[nH]c1=O,1.1%,-6.1
Cc1cccc(OCC(=O)N2CCC(c3ccccc3)C2)c1 (stereo not given),1.2%,/
COc1ccc(NC(=O)C23CC4CC(C2)CC(n2cnc(Br)n2)(C4)C3)c(C)c1,7.7%,-0.4
Cc1ccc(NS(=O)(=O)c2cc(NC(=O)c3cc4c(s3)CCCC4)ccc2C)c(C)c1,0.1%,/
COc1ccc(S(=O)(=O)NNC(=O)c2cc3c4ccccc4n(C)c3s2)cc1,2.0%,-9.8
CC(=O)NCCn1c(SCC(=O)NCC2CCCO2)nc2ccccc2c1=O (stereo not given),1.2%,/
CN(C)CCCNC(=O)c1cc(S(=O)(=O)N2CCOCC2)ccc1F,-4.1%,-7.5
COc1ccc(S(=O)(=O)N2CCC(C(=O)NCC3CCCO3)CC2)cc1 (stereo not given),3.4%,0.2
N#C/C(=C\c1ccc(N2CCOCC2)o1)C(=O)N1CCOCC1,2.4%,4.3
O=C(CCl)N1c2ccccc2OCC1c1ccccc1 (stereo not given),-4.7%,10.4
O=C(c1ccccc1)c1cc(F)c(N2CCOCC2)cc1Cl,-0.5%,/
CCOC(=O)c1cc(NC(=O)Nc2cc(C)ccn2)c(C)nc1C,-1.4%,-14.5
CCN(CC(=O)NCCc1ccc(S(N)(=O)=O)cc1)Cc1nc2ccccc2c(=O)[nH]1,0.9%,-4.3
CCC(C)NS(=O)(=O)c1ccc(OCC(=O)Nc2ccc(F)cc2F)cc1 (stereo not given),-0.8%,/
NP(=O)(Oc1ccccc1Cl)Oc1ccccc1Cl,2.2%,4.2
COc1ccc(/C=N/N=C2/NC(=O)C(CC(=O)O)S2)cc1OCc1ccc(Cl)cc1 (stereo not given),1.5%,-5.7
CS(=O)(=O)NCCOc1ccc(S(=O)(=O)N2CCCc3ccccc32)cc1,0.1%,7.8
COc1cccc(C(C(=O)NC2CCCC2)N(Cc2ccco2)C(=O)c2ccco2)c1OC (stereo not given),-2.8%,/
CCO[C@@H]1OC(C(N)=O)=C[C@H](c2cn(C(C)=O)c3ccccc23)[C@H]1CCCO,0.6%,/
Nc1nonc1-c1noc(CCCOc2ccc(Cl)cc2Cl)n1,-0.4%,8.2
CC(C)(C)C(=O)NNC(=O)c1cnccn1,3.3%,/
CC(C)CC(C(=O)NCc1ccccn1)N1C(=O)c2ccccc2C1=O (stereo not given),7.5%,/
O=C(CNS(=O)(=O)c1cccs1)NCc1ccc(F)cc1,-0.1%,-8.6
Cc1ccc(C(=O)NCCNc2ccc([N+](=O)[O-])cc2C(F)(F)F)cc1,-2.3%,-9.1
COC(=O)[C@H](C)NC(=O)Nc1cccc(C)c1,6.1%,-5.9
O=c1cc(CSc2nnc(-c3cccs3)n2Cc2ccccc2)nc2sc3ccccc3n12,1.4%&1.8%,-4.0
CCCCC(CC)CNC(=O)/C=C/c1ccc(F)cc1 (stereo not given),2.6%,3.9
CCN(CC)S(=O)(=O)c1ccc(C)c(NC(=S)NNC(=O)C2CC2)c1,3.0%,-14.5
Cc1ccccc1-n1c(=O)cc(N2CCC3(CC2)OCCO3)[nH]c1=O,-5.7%,/

# Further records follow.
SMILES,M. tuberculosis GlmU,Mtb RmlCD inh
CNc1c([N+](=O)[O-])cnn1-c1ccc(F)cc1,-9.2%,4.1
COC(=O)c1c(NC(=O)CCNCc2ccco2)sc2c1CCC2,/,-5.4
CC(CNc1ccccc1O)C(=O)O (stereo not given),9.3%,11.1
O=C(CC1C(=O)NCCN1Cc1ccc(-c2ccccc2)cc1)NCCOc1cccnc1 (stereo not given),-10.1%,2.1
Cc1nnc(SCC(=O)NNC(=O)c2ccc(Br)cc2)n1C,5.3%,9.5
CCC(=O)N1CCc2cc(S(=O)(=O)CCC(=O)Nc3cccc(C)n3)ccc21,1.4%,11.6
O=C(Cn1nc(-c2ccc3c(c2)OCCO3)ccc1=O)Nc1ccc(N2CCOCC2)cc1,5.6%,/
COc1ccc(S(=O)(=O)N2CCN(c3nc4ccccc4nc3-n3nc(C)cc3C)CC2)cc1,3.1%,/
Cc1ncsc1CCSc1nc2ccccc2c(=O)n1C,-0.1%,-9.4
O=C(O)c1ccc(N2C(=O)CC(Cc3ccccc3)C2=O)cc1 (stereo not given),-2.4%,/
CC(C)=CCCC1(C)C=Cc2c(ccc3c2[nH]c2cc(O)c(C)cc23)O1 (stereo not given),-0.3%,-13.6
O=C(NNC1CC(=O)N(c2ccc(Cl)cc2)C1=O)c1ccco1 (stereo not given),-6.7%,5.6
COc1ccccc1N1CCN(C(CNS(=O)(=O)c2cc(F)ccc2F)c2cccnc2)CC1 (stereo not given),0.0%,/
C=CCOc1ccc(C(=O)Nc2ccc(OCC)cc2)cc1,-1.1%,5.7
COc1ccc(Cn2nnnc2C(c2ccc(C)cc2)N2CCN(C3CCCC3)CC2)cc1 (stereo not given),-0.8%,11.5
O=[N+]([O-])c1ccc2c(c1)C(N1CCOCC1)/C(=C/C1(O)CCCCC1)O2 (stereo not given),4.2%,1.4
C=CCSc1nnc2c(n1)OC(c1ccco1)Nc1ccccc1-2 (stereo not given),6.8%,18.2
O=C(Cc1cccs1)N1CCN(c2ccc(F)cc2)CC1,6.5%,/
CC(=O)Cc1nsc(NC(=O)c2ccc(F)cc2)n1,-0.8%,2.9
CC1C(=O)C(C)C(c2ccc([N+](=O)[O-])cc2)NC1c1ccc([N+](=O)[O-])cc1 (stereo not given),2.5%,9.5
CCN(CC)S(=O)(=O)c1ccc(NC(=O)CN(c2ccc(OC)cc2OC)S(C)(=O)=O)cc1,2.9%,/
CC1CNc2c(cccc2S(=O)(=O)N[C@@H](CCCN=C(N)N)C(=O)N2CC[C@@H](C)C[C@@H]2C(=O)O)C1 (stereo not given in full),-4.7%,-8.3

# Not all compounds are listed; rates above refer to the full screens.
